Source: PubChem (several laboratories)
M5 PAM: human M5 muscarinic receptor positive allosteric modulators, primary screen, CHO-K1 cells, Fluo-8 calcium fluorescence; activation, % at 3 µM; 360,000 compounds, 0.3% hits; CHO-K1 hM5, ACh EC20 PAM; 0% = ACh EC20, 100% = ACh EC100; AID 624038, 2012; Muscarinic acetylcholine receptor M5 (Homo sapiens), P08912;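 active = activation above the run cutoff, the mean activation of all test compounds plus 3 SD, cut at about 18% in these data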
Target sequence (P08912 whole entry, looked up): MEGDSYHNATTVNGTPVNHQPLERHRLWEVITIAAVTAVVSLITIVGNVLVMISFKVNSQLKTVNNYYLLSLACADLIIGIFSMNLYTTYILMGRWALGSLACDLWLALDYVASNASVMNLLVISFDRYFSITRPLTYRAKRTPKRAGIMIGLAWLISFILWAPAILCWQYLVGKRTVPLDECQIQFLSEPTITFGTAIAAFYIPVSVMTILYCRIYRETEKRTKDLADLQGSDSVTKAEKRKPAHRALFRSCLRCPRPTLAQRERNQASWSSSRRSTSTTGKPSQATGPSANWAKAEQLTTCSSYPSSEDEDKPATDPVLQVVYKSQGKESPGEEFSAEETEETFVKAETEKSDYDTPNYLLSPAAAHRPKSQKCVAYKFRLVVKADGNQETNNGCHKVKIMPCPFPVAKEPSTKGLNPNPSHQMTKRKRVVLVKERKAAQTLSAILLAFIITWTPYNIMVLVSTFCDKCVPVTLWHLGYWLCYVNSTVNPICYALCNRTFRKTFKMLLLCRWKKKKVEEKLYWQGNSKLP
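Assay system: CHO-K1 hM5 cells. Also added: acetylcholine at EC20 concentration, added after compound. Dosing: 3 µM, single dose. Times: compound preincubation 140 s before EC20 acetylcholine addition. Signal: Fluo-8 calcium fluorescence. Measure: % activation relative to EC20 and EC100 ACh responses. Repeats: singlicate, one well per test compound.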
CHRM4 antagonist: human M4 muscarinic receptor antagonists, primary screen, CHO cells, Fluo-8 calcium fluorescence. 360,000 compounds, 0.73% hits. inhibition, % at 3 µM. Muscarinic acetylcholine receptor M4 (Homo sapiens), P08173. CHO-hM4 cells, ACh EC80;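 active = inhibition above its plate's cutoff, the mean inhibition of sample wells plus 3 SD, cut at about 27% in these data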;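 also: 0% = acetylcholine EC80 with DMSO and 100% = DMSO without agonist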
Target sequence (P08173 whole entry, looked up): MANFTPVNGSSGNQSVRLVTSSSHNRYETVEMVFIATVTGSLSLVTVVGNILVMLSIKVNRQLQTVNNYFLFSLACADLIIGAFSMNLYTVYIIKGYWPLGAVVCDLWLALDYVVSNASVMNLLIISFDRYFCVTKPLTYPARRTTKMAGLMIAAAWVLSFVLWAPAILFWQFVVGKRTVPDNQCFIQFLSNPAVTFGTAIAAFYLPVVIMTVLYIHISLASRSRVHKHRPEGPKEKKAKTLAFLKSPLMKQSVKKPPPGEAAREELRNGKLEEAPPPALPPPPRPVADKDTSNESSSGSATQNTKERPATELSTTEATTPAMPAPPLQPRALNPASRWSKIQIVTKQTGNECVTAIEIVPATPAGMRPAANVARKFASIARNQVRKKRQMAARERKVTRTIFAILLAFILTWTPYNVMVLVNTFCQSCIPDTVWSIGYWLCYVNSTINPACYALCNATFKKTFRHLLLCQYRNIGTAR
CHRM1 PAM: human M1 muscarinic receptor positive allosteric modulators, primary screen, CHO-K1 cells, Fluo-8 calcium fluorescence, 1536-well; Muscarinic acetylcholine receptor M1 (Homo sapiens), P11229; CHO-K1 hM1, ACh EC20; 0% = ACh EC20, 100% = maximal ACh; activation, % at 3 µM; 360,000 compounds, 0.088% hits; in the data active = activation above about 19%, passing the limit was not always enough
CHRM4 PAM: human M4 muscarinic receptor positive allosteric modulators, primary screen, CHO-K1 cells, Fluo-8 calcium fluorescence | Muscarinic acetylcholine receptor M4 (Homo sapiens), P08173 | CHO-K1 hM4/Gqi5, ACh EC20; 0% = ACh EC20, 100% = maximal ACh | activation, % at 3 µM | 360,000 compounds, 0.4% hits | AID 624126, 2012;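 active = activation above its plate's cutoff, the mean activation of sample wells plus 3 SD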; also: some results filed as inactive read as strong as hits
CRFBP-R2 agonist: agonists of CRF-BP/CRF-R2 complex, primary screen, cell-based, HEK293, calcium dye fluorescence, uHTS. activation, % at 13.2 µM. AID 588473, 2011. CRF-binding protein / CRF receptor 2 complex (human). calcium dye fluorescence (FLIPR); percent of saturating CRF peptide response. 350,000 compounds, 0.46% hits;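 active = activation of at least 50%, plus an integration ratio under a set limit after plate pattern correction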;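 also: plate controls were neutral control wells without compound for no effect and CRF at EC100 for full effect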
M5 ag: human M5 muscarinic receptor agonists, primary screen, CHO-K1 cells, Fluo-8 calcium fluorescence. 360,000 compounds, 0.19% hits. CHO-K1 hM5 cells; 0% DMSO wells, 100% maximal acetylcholine response. activation, % at 3 µM. Muscarinic acetylcholine receptor M5 (Homo sapiens), P08912;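 active = activation above the run's mean over test compounds plus 3 SD, cut at about 23% in these data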;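 also: signal is peak over basal fluorescence ratio across the kinetic read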
M5 antag: human M5 muscarinic receptor antagonists, primary screen, CHO cells, Fluo-8 calcium fluorescence; Muscarinic acetylcholine receptor M5 (Homo sapiens), P08912; CHO-hM5 cells, ACh EC80; AID 624040, 2012; 360,000 compounds, 0.59% hits; inhibition, % at 3 µM;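 active = inhibition above a per-plate cutoff, the mean of that plate's test compounds plus 3 SD, cut at about 27% in these data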;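 also: 0% = acetylcholine EC80 with DMSO and 100% = DMSO without agonist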
M1 antag: human M1 muscarinic receptor antagonists, primary screen, CHO-K1 cells, Fluo-8 calcium fluorescence, 1536-well; inhibition, % at 3 µM; 360,000 compounds, 1.3% hits; AID 588852, 2011; CHO-K1 hM1, ACh EC80 antagonist; Muscarinic acetylcholine receptor M1 (Homo sapiens), P11229;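 active = percent inhibition above its own plate's cutoff, namely the mean of that plate's compound wells plus 3 SD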;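 also: peak over basal fluorescence ratio during 140 s after agonist addition; 0% = ACh EC80 plus DMSO and 100% = DMSO alone without agonist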
CHRM4 agonist: human M4 muscarinic receptor agonists, primary screen, CHO-K1 cells, Fluo-8 calcium fluorescence; 360,000 compounds, 0.14% hits; CHO-K1 hM4/Gqi5; vehicle 0%, full acetylcholine response 100%; AID 624127, 2012; activation, % at 3 µM;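 active = activation above the run mean over all test wells plus 3 SD, cut at about 32% in these data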;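 also: peak over basal fluorescence ratio per well then scaled between controls; 0% = DMSO wells and 100% = acetylcholine at EC100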
The depositor's hits bear a star; / = not tested or not shown.

No.	M5 PAM	CHRM4 antagonist	CHRM1 PAM	CHRM4 PAM	CRFBP-R2 agonist	M5 ag	M5 antag	M1 antag	CHRM4 agonist	molecule
1	5	-11	9	12	-1.6	1	-11	-7	2	O=C(N/N=C/c1cccnc1)c1cc2ccccc2o1
2	4	-2	-2	7	-5.3	-3	-2	9	0	O=C(NCc1ccco1)c1sc2cccc(F)c2c1Cl
3	-5	-2	6	-3	0.1	-3	5	-9	1	Cc1ccn2c(=O)c(C(=O)O)cnc2c1
4	0	-2	8	10	0.6	1	11	-9	2	Cn1nc(C(F)(F)F)c2cc(C(=O)N3CCOCC3)sc21
5	1	7	11	-3	1.2	-4	13	-14	0	COc1ccc(S(=O)(=O)N2CCC(C(=O)N[C@@H](C)C(=O)NCc3ccccc3OC)CC2)cc1
6	-1	1	3	5	-12	-1	0	0	7	COCC(=O)Nc1nc(-c2ccccc2)c(C)s1
7	0	-8	-1	-4	-0.6	2	-3	-3	1	COc1ccc(S(=O)(=O)N(C)CC(=O)Nc2ccc3c(c2)OCO3)cc1
8	-4	7	1	1	3.6	1	10	4	11	Cc1nc(C(=O)Nc2cc(F)cc(Cl)c2)sc1C1(C)CC(c2ccccc2)=NO1 (centres undefined)
9	-7	-5	1	1	1.0	-3	14	-4	1	Cc1ccc(NC(=O)CCC(=O)N/N=C/c2cc([N+](=O)[O-])ccc2O)cc1
10	5	0	4	14	-0.5	-2	1	2	0	Cc1ccc(S(=O)(=O)N(Cc2c(F)cccc2Cl)C(=O)N2CCN(C)CC2)cc1
11	-5	-8	6	3	-1.2	2	2	-14	0	CN(C)C(=O)N1CCN(C(=O)c2ccco2)CC1
12	-1	0	10	2	2.5	-1	6	-21	1	CC(=O)Nc1ccc(S(=O)(=O)NC2(c3ccccc3)C(=O)N(C)C(=O)N(C)C2=O)cc1
13	-2	-5	-4	-2	0.0	-1	8	3	6	CCCN(CC(=O)Nc1ccccc1C)C(=O)CCCOc1ccc(Br)cc1
14	-12	71*	-32	-22	-1.7	-10	7	84*	2	COc1ccc(/C=C/CN2CCCC(CCC(=O)NCc3ccc(F)c(F)c3)C2)cc1 (centres undefined)
15	-14	7	-8	-7	-2.0	0	20	19	10	Cc1ccc2c(Cl)cc(Cl)c(OCC(=O)Nc3cccc(S(N)(=O)=O)c3)c2n1
16	-7	3	0	10	-1.2	-1	13	-3	2	CC1CCCCN1C(=O)C1CC(c2ccc(F)cc2)=NO1 (centres undefined)
17	-1	6	6	2	1.2	-2	1	-4	1	CCOC(=O)c1cnn(-c2nc(-c3ccc(C)cc3)cs2)c1C(F)(F)F
18	7	-4	4	3	-0.3	0	-3	6	2	Cc1noc(C)c1NC(=O)Nc1cccc2c1O[C@H](CN(C)S(=O)(=O)c1ccc(F)cc1)[C@@H](C)CN([C@H](C)CO)C2=O
19	5	-2	14	-4	17	-1	9	1	1	CC1=NOC(=O)/C1=C\c1ccc(-c2ccc(Cl)c(C(=O)O)c2)o1
20	-3	-4	11	8	49	0	5	0	1	O=c1[nH]c(=O)c2nc3c4ccccc4c4ccccc4c3nc2[nH]1

Next part (three carried over from the part before).
No.	M5 PAM	CHRM4 antagonist	CHRM1 PAM	CHRM4 PAM	CRFBP-R2 agonist	M5 ag	M5 antag	M1 antag	CHRM4 agonist	molecule
18	7	-4	4	3	-0.3	0	-3	6	2	Cc1noc(C)c1NC(=O)Nc1cccc2c1O[C@H](CN(C)S(=O)(=O)c1ccc(F)cc1)[C@@H](C)CN([C@H](C)CO)C2=O
19	5	-2	14	-4	17	-1	9	1	1	CC1=NOC(=O)/C1=C\c1ccc(-c2ccc(Cl)c(C(=O)O)c2)o1
20	-3	-4	11	8	49	0	5	0	1	O=c1[nH]c(=O)c2nc3c4ccccc4c4ccccc4c3nc2[nH]1
21	1	2	2	12	-1.5	6	-1	2	-1	O=C(O)C(=Cc1cccc([N+](=O)[O-])c1)c1ccc(Cl)cc1
22	3	-9	3	-4	-1.3	1	-5	-10	2	CCn1c(COc2ccccc2OC)nc2ccccc21
23	4	3	-1	0	0.5	-2	4	1	3	CC1CCCCN1C(=O)CN1CCN(S(=O)(=O)c2ccc(Br)cc2Cl)CC1 (centres undefined)
24	2	-6	6	12	0.5	-2	4	-7	1	CC(=O)Oc1c(S(=O)(=O)c2ccc(C)cc2)c(C)nn1C(C)(C)C
25	1	-8	2	-3	0.0	1	-7	-1	10	COc1ccccc1N1CCN(C(=O)c2ccc3[nH]c(C)c(C)c3c2)CC1
26	0	1	-3	2	-5.9	-2	-3	-10	-1	CC[C@]12c3[nH]c4ccc(Cl)cc4c3CCN1C(=O)[C@@H](CC(=O)NCc1cccc(C(F)(F)F)c1)C[C@@H]2C(=O)N1CCN(C(=O)C2CC2)CC1
27	0	-3	11	-4	1.6	-1	0	-10	3	O=C(/C=C/c1ccnc2ccccc12)c1cccs1
28	-10	-1	9	-2	-0.6	-9	0	-8	1	CCOc1ccccc1C1C(C(N)=O)=C(C)Nc2nc(-c3cccc(C)c3)nn21 (centres undefined)
29	4	-4	5	2	-0.4	0	-9	-5	2	O=C(Nc1ccn(CCCN2CCC(N3CCOCC3)CC2)c(=O)n1)OCc1ccccc1
30	1	-24	10	2	-0.1	-2	-3	-8	0	Clc1cccc(NCc2cn3cccnc3n2)c1
31	0	-4	2	3	-0.5	-2	12	-8	1	O=C1N(c2ccccc2C(F)(F)F)O[C@]1(c1ccccc1)C1CCCC1
32	-5	-4	11	-1	-5.7	-2	11	-11	2	COc1ccccc1CNC(=O)COC(=O)CNS(=O)(=O)c1ccc(C)cc1
33	6	-6	2	3	-1.1	-3	-10	0	2	Cc1ccc(NC(=O)Nn2cnnc2)cc1
34	-4	-2	3	-1	/	3	-1	-29	2	O=c1[nH]c(=S)[nH]c2c1C(c1ccc(F)cc1)OC(CCOCc1ccccc1)C2 (centres undefined)
35	7	-5	8	-4	0.7	-1	-7	-12	0	Cc1ccc(-c2nc3ccccc3o2)cc1NC(=O)Cc1cccs1
36	8	-21	/	1	/	3	-6	/	3	Cc1ccccc1CN1C(=O)CN(S(C)(=O)=O)CC1(C)C(=O)Nc1ccc2c(c1)OCCO2 (centres undefined)
37	1	0	5	2	1.2	-1	0	-10	0	Cc1sc(NC(=O)/C=C/c2ccco2)c(C(=O)OC(C)C)c1C
38	-2	8	7	5	0.0	0	5	-15	0	Cc1nc2ccccn2c1-c1nnco1
39	-1	6	-2	-4	2.2	-7	-3	-4	1	N#CC(c1ccccc1)C1CCN(Cc2ccccc2)CC1 (centres undefined)
40	5	-1	-3	3	1.3	1	1	13	1	Nc1nccnc1C(=O)OCC(=O)NC1CCCc2ccccc21 (centres undefined)
41	-2	-10	7	6	-0.7	-1	-3	-8	1	Cc1cccc2nc(=S)n(C(=O)c3ccco3)n12
42	-7	4	-6	-4	-0.5	-1	15	8	0	O=C1NC(c2ccccc2)=C(c2ccc3ccccc3n2)C(c2ccc(F)cc2)N1 (centres undefined)
43	-1	-5	1	4	1.1	-3	3	-21	2	O=c1[nH]c(CN(CCO)CCO)nc2c1C1(CCCCC1)Cc1ccccc1-2
44	6	-1	6	-2	-1.2	6	5	-8	2	COC(=O)Cc1c(OC)ccn(CCc2c[nH]c3ccccc23)c1=O
45	1	-7	11	10	-0.7	1	10	-10	1	COc1cc(OC)cc(C(=O)NNC(=O)CCc2nc3ccccc3c(=O)[nH]2)c1
46	1	-2	14	4	191*	1	0	-7	1	CCOc1ccc2nc(/N=C/c3nc(-c4ccccc4)oc3O)sc2c1
47	-4	1	2	1	1.4	0	20	-8	0	C[C@H](CO)N1C[C@H](C)[C@@H](CN(C)C(=O)CN2CCOCC2)Oc2cc(Br)ccc2S1(=O)=O
48	1	5	1	-7	-0.7	2	-6	3	0	COc1cc2c(cc1OC)C(=S)NC(C)(C)C2
49	-1	12	7	1	-2.2	-5	4	4	0	N#Cc1c(SCc2c(Cl)cccc2Cl)nc(N)[nH]c1=S
50	1	-6	-1	-2	7.0	-5	1	1	2	CCOC(=O)N1CCN(S(=O)(=O)c2ccc(C(=O)Nc3sc4c(c3C(=O)OC)CCN(C)C4)cc2)CC1
51	-6	2	4	7	-0.8	-4	-1	-3	0	CC(O)C1C(=O)OC2(C)CC(C)(C)NC(=S)N12 (centres undefined)
52	1	-8	7	6	3.7	1	2	-9	1	O=C(CN1CCN(CC(=O)Nc2ccccc2Cl)CC1)NCC1(N2CCOCC2)CCCCC1
53	0	8	-4	-9	1.5	-4	7	18	-1	CN(CCc1ccccn1)C(=O)CCC1CCCN(C(=O)NC2CCCCC2)C1 (centres undefined)
54	-17	12	-6	-21	-0.8	1	15	13	12	O=C1c2ccccc2NC(c2ccccc2)N1CCCN1CCOCC1 (centres undefined)
55	3	-2	1	1	-1.2	-1	3	0	0	O=c1nc2sc3ccccc3n2c(=O)n1-c1cccc(Cl)c1
56	0	-2	1	3	5.1	4	9	-12	3	O=C1OCCC1=COCCCCCCOC=C1CCOC1=O
57	-7	-11	6	6	39	1	0	-12	2	COc1ccc(CCNC(=O)C(=O)NCC2OCCN2S(=O)(=O)c2ccccc2)cc1OC (centres undefined)
58	-6	6	-2	-1	-2.9	-4	1	-15	0	Cc1ccc(NC2CC(=O)N(c3ccc(C)cc3)C2=O)cc1 (centres undefined)
59	-5	-5	11	5	0.7	2	0	-15	0	COCCN1C(=O)c2oc3ccccc3c(=O)c2C1c1ccc(C(=O)OC)cc1 (centres undefined)
60	-1	-2	2	-1	-1.0	-1	16	-5	5	Nc1c(C(=O)Nc2ccc3c(c2)OCCO3)nnn1Cc1cccc(Br)c1
61	-2	0	2	4	0.5	2	14	16	0	COc1ccc(C)cc1NC(=O)C1CCN(C(=O)Cc2ccccc2)CC1
62	11	-9	10	5	-1.0	1	2	-15	0	COc1ccc(C(=O)NNC(=O)c2cccc(S(=O)(=O)N3CCOCC3)c2)cc1
63	-6	-2	8	7	-0.9	-8	1	-11	0	CCS(=O)(=O)N1CCN(C(=O)c2cccnc2)CC1
64	-13	7	-9	-5	0.0	7	-3	9	8	COc1ccc(NC(=O)Nc2nnc(C(C)C)s2)cc1
65	2	-2	8	5	-0.2	-2	0	2	1	Cc1ccc(S(=O)(=O)N(C)c2ccc(C(=O)NCC3CCCO3)cc2)cc1 (centres undefined)
66	-1	-10	4	-2	-2.5	-3	6	3	1	C[C@]12C(=O)N(c3ccccc3)C(=O)N1[C@@H]1c3ccccc3OC[C@@H]1[C@H]2c1ccccc1
67	-3	-6	7	7	0.8	1	7	-4	1	CC(=O)N/C(=C\c1ccccc1)C(=O)OCC(=O)N(C)C1CCS(=O)(=O)C1 (centres undefined)
68	3	-2	4	4	2.7	0	6	-5	1	Cc1[nH]cnc1CSCCN
69	-1	-16	2	7	-1.2	-1	0	-4	4	N=c1oc2ccccc2cc1C(=O)NC1CCCCCC1
